Screening results (PubChem BioAssay)
tolC growth inh: growth inhibitors of E. coli BW25113 tolC mutant; AID 573; OD615; growth inhibition, % at 10 µM (by protocol); hit rate 2.2% among 65,000;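 active means growth inhibition at or above a cutoff equal to the mean over every tested compound plus 3 SD, cut at about 60% in these data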;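 further: growth measured after 20 h incubation at 37 °C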
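Test system: tolC-deleted E. coli BW25113; medium: LB with kanamycin 50 µg/mL; compound: single-point testing at 10 µM; incubation: 20 h compound exposure of bacteria at 37 °C; signal: OD at 615 nm; evaluation: growth inhibition in percent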
SF1 activator: SF-1 (human) activation | CHO-K1 Gal4-SF-1 LBD luciferase reporter; % increase over DMSO SF-1-specific signal | activation, % at 10 µM | hit rate 1.9% among 65,000 | AID 522;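 active means activation above the mean activation of all tested compounds plus 3 SD, cut at about 50% in these data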
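Assay system – CHO-K1 cells with Gal4–hSF-1 LBD chimera plus Gal4-driven luciferase · Quantity – 4,000 cells per well · Times – compound added 1 h post-seeding, 20 h exposure at 37 °C, 5% CO2 · Measured by – luciferase light emission · Benchmarks – DMSO and mock-transfected background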
HTR1E agonist: activates the human 5-HT1E serotonin receptor; P28566; activation, % at 6 µM; hit rate 0.69% among 65,000; CHO 5-HT1E Ga15 NFAT-bla reporter, FRET; 0% DMSO wells, 100% control agonist wells;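 active means activation above a set limit, the screen-wide mean activation plus 3 SD, cut at about 8.5% in these data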;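 further: 100% = positive control agonist at 1 µM giving full maximal response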
Target sequence (P28566 whole entry, looked up): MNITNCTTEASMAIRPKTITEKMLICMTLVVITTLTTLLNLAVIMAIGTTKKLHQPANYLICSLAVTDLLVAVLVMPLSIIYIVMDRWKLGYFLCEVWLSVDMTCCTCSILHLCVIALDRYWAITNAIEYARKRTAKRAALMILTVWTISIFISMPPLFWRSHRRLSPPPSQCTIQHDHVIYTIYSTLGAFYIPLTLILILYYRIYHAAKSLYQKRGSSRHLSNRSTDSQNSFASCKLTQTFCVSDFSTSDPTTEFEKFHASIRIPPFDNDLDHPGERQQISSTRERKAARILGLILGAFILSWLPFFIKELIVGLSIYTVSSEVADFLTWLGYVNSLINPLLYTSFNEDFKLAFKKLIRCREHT
5HT1a ag: agonists of human 5-HT1a serotonin receptor; CHO 5-HT1a Ga15 NFAT-bla reporter, FRET ratio; 0% basal, 100% maximal reference agonist; activation, % at 10 µM; AID 567; hit rate 0.56% among 65,000;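 active means activation above the screen-wide mean activation plus 3 SD, cut at about 19% in these data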;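 further: 0% = DMSO wells and 100% = 5-CT at EC100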
HTR1E antagonist: antagonists of human 5-HT1E serotonin receptor | AID 571 | CHO 5-HT1E Ga15 NFAT-bla reporter, FRET, antagonist | P28566 | hit rate 0.99% among 65,000 | inhibition, % at 6 µM;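 active means inhibition above a set limit, the mean inhibition across every tested compound plus 3 SD, cut at about 29% in these data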;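 further: signal is the 460 over 535 nm emission ratio of beta-lactamase substrate; 0% = agonist plus DMSO wells and 100% = wells without agonist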
5HT1a antag: antagonists of human 5-HT1a serotonin receptor; CHO 5-HT1a Ga15 NFAT-bla reporter, antagonist mode; inhibition, % at 10 µM; hit rate 0.68% among 62,000; AID 612;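 active means inhibition above the mean of all tested compounds plus 3 SD, cut at about 43% in these data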;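 further: receptor stimulated by 5-CT agonist at 100 nM near EC80; beta-lactamase reporter measured by ratiometric fluorescence of a cleavable substrate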
NADH coupling: inhibition of NAD/NADH coupling enzymes, library profiling; coupled PK/LDH NADH assays, four targets; IC50, µM (top dose mostly 10 µM), without a hit: at the top dose inhibition; hit rate 0.02% among 65,000; AID 774;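 active means single-dose screening hits from any of four coupled enzyme assays that gave an IC50 when retested across doses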;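 further: the DPM-DC format reads NADH fluorescence rather than 340 nm absorbance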
RORa activator: activates the human nuclear receptor RORA; activation, % at 10 µM; P35398; hit rate 1.5% among 65,000; CHO-K1 Gal4-RORA LBD luciferase reporter, luminescence; percent increase over mock-subtracted basal signal;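 active means activation above the mean of all tested compounds plus 3 SD, cut at about 49% in these data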;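 further: 0% = DMSO-treated RORA cells and 100% = added signal equal to DMSO minus mock-transfected cells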
Target sequence (P35398 whole entry, looked up, the tested form may be a part): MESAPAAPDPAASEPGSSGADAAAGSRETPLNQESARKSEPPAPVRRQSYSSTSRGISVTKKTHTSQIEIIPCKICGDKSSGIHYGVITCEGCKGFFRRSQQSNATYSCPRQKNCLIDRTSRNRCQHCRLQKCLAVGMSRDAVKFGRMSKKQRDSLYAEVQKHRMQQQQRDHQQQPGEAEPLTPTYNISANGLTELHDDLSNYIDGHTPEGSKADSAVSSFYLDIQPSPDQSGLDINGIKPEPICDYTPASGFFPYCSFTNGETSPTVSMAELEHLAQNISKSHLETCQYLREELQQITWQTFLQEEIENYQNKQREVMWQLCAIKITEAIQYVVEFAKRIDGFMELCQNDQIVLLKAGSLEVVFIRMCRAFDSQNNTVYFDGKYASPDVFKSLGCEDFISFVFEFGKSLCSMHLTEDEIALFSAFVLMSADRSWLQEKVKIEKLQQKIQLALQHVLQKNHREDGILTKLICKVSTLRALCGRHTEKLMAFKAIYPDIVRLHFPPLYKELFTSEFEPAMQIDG
MMP13 inh: inhibitors of human MMP13; MMP-13 fTHP FRET cleavage, Mca fluorescence; inhibition, % at 4 µM; hit rate 0.07% among 65,000; AID 570;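 active means inhibition above the mean of compound-free control plate wells plus 3 SD, cut at about 14% in these data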;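 further: 0% = DMSO wells and 100% = wells with reference MMP-13 inhibitor after basal subtraction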
Active calls of the source: *; . = not tested or not shown; [ ] = dose if it differs, or a comment.

1. CCn1c(=O)cc(OCC(=O)Nc2ccccc2C#N)c2ccccc21
2. C=CCn1c(SCc2c(F)c(F)c(F)c(F)c2F)nc(O)cc1=O
3. COC(=O)c1ccccc1NC(=O)CN1CCC(n2nnc3cc(C)ccc32)CC1
4. O=c1[nH]cnc2c1C1(CCCC1)Cc1ccccc1-2
5. CCCCS(=O)(=O)Nc1ccc(Cc2ccncc2)cc1
6. COc1cccc(-n2nnc3c(=O)n(Cc4ccc(Cl)cc4)cnc32)c1
assay / entry,1,2,3,4,5,6
tolC growth inh,7,-9,-7,20,10,19
SF1 activator,8,6,-7,-2,14,-2
HTR1E agonist,-0.4,-0.3,1.3,-0.6,0.9,0.2
5HT1a ag,-4.2,-0.4,3.2,-2.1,-0.7,0.1
HTR1E antagonist,6,2,1,-7,-2,-4
5HT1a antag,2,.,-13,-9,-10,-4
NADH coupling,12%,3%,3%,4%,4%,4%
RORa activator,14,-20,-6,0,-18,3
MMP13 inh,0,0,3,-1,0,1

7. CC(=O)Nc1nc2ccccc2n1CCN(C)C
8. CCc1ncc(C(=O)c2ccc(OC)cc2)n1C
9. CCC(Sc1nc2cc(OC)c(OC)cc2c2nc(C)nn12)C(=O)NCc1ccco1 (centres undefined)
10. CC(C)C(=O)N(c1ccc(F)cc1)C1C=CS(=O)(=O)C1 (centres undefined)
11. O=C(O)c1ccc(S(=O)(=O)N2CCC(c3nc(-c4ccccc4Cl)no3)CC2)cc1
12. COc1ccc(N2CCN(C(c3cccc(OC)c3OC)c3nnnn3C3CCCC3)CC2)cc1 (centres undefined)
assay / entry,7,8,9,10,11,12
tolC growth inh,-14,5,-25,-11,35,3
SF1 activator,-9,-8,-4,-10,-16,-11
HTR1E agonist,0.5,-1.4,0.2,-0.5,-1.3,0.1
5HT1a ag,-1.7,-0.1,-0.3,-2.6,-1.4,-0.5
HTR1E antagonist,-1,-7,27,-3,5,4
5HT1a antag,-3,5,9,7,5,44*
NADH coupling,9%,0%,7%,15%,6%,2%
RORa activator,-12,-18,-4,14,21,-30
MMP13 inh,5,2,1,-5,1,1

Limited to HTR1E antagonist and MMP13 inh (two entries from above):
#	SMILES	HTR1E antagonist	MMP13 inh
11	O=C(O)c1ccc(S(=O)(=O)N2CCC(c3nc(-c4ccccc4Cl)no3)CC2)cc1	5	1
8	CCc1ncc(C(=O)c2ccc(OC)cc2)n1C	-7	2

Other records.
13. COCC(=O)NCc1ccc2c(c1)cc(C)n2C
14. Cc1onc(-c2ccccc2Cl)c1C(=O)NCc1cccs1
15. Cc1ccc(NC(=O)CC2Nc3ccccc3NC2=O)cc1Cl (centres undefined)
16. Cc1cc(=O)oc(C)c1C(=O)NCCc1ccccc1
17. Cc1nnc2sc(-c3cc4ccccc4o3)nn12
18. Nc1ccc2c(c1)CCC2=O
assay / entry,13,14,15,16,17,18
tolC growth inh,-7,10,38,2,-15,-25
SF1 activator,-7,-13,0,6,34,-2
HTR1E agonist,0.3,-0.6,14*,0.1,0.1,-1.0
5HT1a ag,0.9,-1.3,34*,-0.4,0.2,-0.7
HTR1E antagonist,5,1,11,-10,-3,8
5HT1a antag,12,0,-15,.,-16,4
NADH coupling,6%,2%,8%,7%,2%,4%
RORa activator,-8,2,-1,0,57*,9
MMP13 inh,0,-3,-26,0,-3,-2

19. CCC(C)Nc1ncnc2c1cnn2Cc1ccc(Cl)cc1 (centres undefined)
20. COC(=O)c1ccccc1NC(=O)Cn1cc(Br)cn1
21. O=c1c2cnn(-c3ccccc3)c2ncn1Cc1ccccc1F
22. O=C(O)c1ccc(Cl)c(S(=O)(=O)NCc2ccco2)c1
23. CCc1nc2c(n1O)CCc1nonc1-2
24. COC(=O)c1ccccc1NC(=O)N1CCN(S(=O)(=O)c2ccc(Cl)cc2)CC1
assay / entry,19,20,21,22,23,24
tolC growth inh,16,-6,8,-1,-20,25
SF1 activator,-24,-11,14,2,-23,-2
HTR1E agonist,-0.9,0.6,-1.6,0.5,-1.1,-0.3
5HT1a ag,1.2,-0.1,0.6,-3.4,-3.9,4.9
HTR1E antagonist,22,-10,-7,-2,9,2
5HT1a antag,12,-2,-2,4,-13,-8
NADH coupling,8%,7%,2%,0%,5%,3%
RORa activator,-14,-18,3,-17,8,-4
MMP13 inh,-1,6,-2,-1,3,-5

25. COc1ccc(-c2nnco2)cc1OC
26. CC1CCCCC1n1c(=S)[nH]c2ccccc2c1=O (centres undefined)
27. CCOC(=O)C1=C(C)Nc2nc(SCC(=O)OC)nn2C1c1cc(F)cc(F)c1 (centres undefined)
28. Cc1cc(NC(=O)CCOc2ccccc2)no1
29. CCOc1ccccc1CN1CCN(S(C)(=O)=O)CC1
30. O=C1CCC(=O)N1CCC(c1ccc(F)cc1)c1ccco1 (centres undefined)
assay / entry,25,26,27,28,29,30
tolC growth inh,-16,100*,-12,-14,-5,-1
SF1 activator,24,-18,2,1,7,-11
HTR1E agonist,0.9,11*,0.3,0.0,-0.9,-1.3
5HT1a ag,0.1,1.8,0.8,1.7,-0.3,1.2
HTR1E antagonist,3,5,9,-6,4,-1
5HT1a antag,2,-8,-3,-2,-2,-2
NADH coupling,7%,5%,3%,1%,3%,8%
RORa activator,-11,-6,-15,3,-7,-19
MMP13 inh,-2,-1,2,-4,8,1

3 records drawn at random from those above, as already listed:
27. CCOC(=O)C1=C(C)Nc2nc(SCC(=O)OC)nn2C1c1cc(F)cc(F)c1 (centres undefined)
30. O=C1CCC(=O)N1CCC(c1ccc(F)cc1)c1ccco1 (centres undefined)
26. CC1CCCCC1n1c(=S)[nH]c2ccccc2c1=O (centres undefined)
assay / entry,27,30,26
tolC growth inh,-12,-1,100*
SF1 activator,2,-11,-18
HTR1E agonist,0.3,-1.3,11*
5HT1a ag,0.8,1.2,1.8
HTR1E antagonist,9,-1,5
5HT1a antag,-3,-2,-8
NADH coupling,3%,8%,5%
RORa activator,-15,-19,-6
MMP13 inh,2,1,-1

Next part:
31. CCC(C)NC(=O)c1cnn2c(C)c3c(nc12)CCCC3 (centres undefined)
32. O=C(NC1CCCCCCC1)c1ccc2c(c1)OCO2
33. CCc1nc(N)c(C#N)c(-c2ccncc2)c1C
34. Cn1nnc2cc(C(=O)N3CCC(c4ccccc4)C3)ccc21 (centres undefined)
35. O=C(Nc1ccc2c(c1)OCCO2)c1ccc(Br)c(S(=O)(=O)N2CCOCC2)c1
36. CCSC1=C(C#N)C(c2cccs2)C(C(=O)OC)=C(C)N1 (centres undefined)
assay / entry,31,32,33,34,35,36
tolC growth inh,8,2,-8,1,15,5
SF1 activator,-18,13,-12,24,26,4
HTR1E agonist,1.7,-1.7,0.7,0.4,0.4,-0.3
5HT1a ag,2.7,0.0,1.0,-3.1,0.4,1.7
HTR1E antagonist,11,1,5,-8,4,3
5HT1a antag,0,21,-13,6,11,.
NADH coupling,11%[fluoresces],9%,4%,2%,1%,7%
RORa activator,-19,-14,-23,12,30,-1
MMP13 inh,-95[fluorescence artefact?],1,-2,2,-1,-4

37. Cc1cc2c(nn1)CCC/C2=N\O
38. CC(C)OC(=O)CSc1nnc(-c2cnccn2)n1-c1ccc(Cl)cc1
39. Cc1noc(/C=C/N(C)C)c1S(=O)(=O)N1CCCC(C(=O)N2CCc3ccccc32)C1 (centres undefined)
40. Cc1cc(-c2nnc(-c3cc4ccccc4oc3=O)o2)c(C)n1-c1ccccc1
41. CC(NC(=O)c1cccc(C(F)(F)F)c1)C1CCCO1 (centres undefined)
42. Cc1cc(=S)[nH]c2ccccc12
assay / entry,37,38,39,40,41,42
tolC growth inh,-3,-1,-5,23,-5,-1
SF1 activator,-12,-3,-13,21,-1,14
HTR1E agonist,-1.8,0.0,0.8,-1.2,0.0,0.3
5HT1a ag,-3.3,-1.0,-0.4,8.7,0.9,-2.3
HTR1E antagonist,1,0,-1,1,1,5
5HT1a antag,12,4,1,6,-4,15
NADH coupling,4%,7%,5%,4%,1%,6%
RORa activator,10,-2,-3,25,-20,-9
MMP13 inh,3,1,3,-10,2,2

43. O=C(COc1ccccc1)N(Cc1ccco1)C1CCS(=O)(=O)C1 (centres undefined)
44. Cc1nc(NCc2ccccc2)c(C(N)=O)c2c1COC(C)(C)C2
45. Cn1c(COc2ccc3ccccc3c2)nnc1SCC(N)=O
46. CCOC(=O)N1CCN(C(=O)CSc2nc3c(c(=O)n2-c2ccccc2OC)SCC3)CC1
47. CCOC(=O)C1CCN(C(=O)CN(Cc2ccccc2)S(C)(=O)=O)CC1
48. COc1ccccc1C(=O)N(Cc1nc(-c2ccc(Cl)cc2)no1)C(C)C
assay / entry,43,44,45,46,47,48
tolC growth inh,-17,1,-10,-21,3,20
SF1 activator,10,-11,-13,14,-12,-6
HTR1E agonist,0.6,-0.3,-0.8,-0.3,-0.3,0.9
5HT1a ag,-0.3,0.2,-0.6,1.0,-3.9,1.1
HTR1E antagonist,-3,1,3,3,0,-5
5HT1a antag,-13,.,8,-5,5,8
NADH coupling,8%,11%,7%,4%,3%,9%
RORa activator,-8,-3,-7,-7,1,4
MMP13 inh,0,-31,-2,0,4,3

49. CN1CCC2(CC1)Nc1nc(SCc3ccc(Cl)cc3)nn1C1=C2CN(C)CC1
50. COc1cc(OC)c(OC)cc1CNC1CCCCCC1
51. COc1cc(C(=O)OCC(=O)Nc2ccc3c(c2)OC(F)(F)O3)ccc1OCc1c(C)noc1C
52. COCCCNC(=O)c1ccc2c(c1)ncn2-c1ccccc1OC
53. COc1ccc(F)cc1S(=O)(=O)N1CCC(C(N)=O)CC1
54. Clc1ccc(CSc2nncn2-c2ccccn2)cc1
assay / entry,49,50,51,52,53,54
tolC growth inh,-7,-10,17,2,-9,-2
SF1 activator,5,-5,-7,16,-1,-3
HTR1E agonist,-0.9,-0.3,-1.2,0.9,-1.4,-0.5
5HT1a ag,-3.2,33*,-1.9,0.3,-4.6,-2.3
HTR1E antagonist,-2,18,2,23,-11,-3
5HT1a antag,6,8,7,8,-8,-18
NADH coupling,3%,1%,3%,6%,7%,9%
RORa activator,-7,0,-2,-14,-23,-8
MMP13 inh,4,2,6,1,-4,0

55. O=C(Nc1cccc(F)c1)c1cc(S(=O)(=O)N2CCC(C(=O)O)CC2)ccc1F
56. CCOc1ccc(NC(=O)CSC2=C(C#N)C(c3ccc4c(c3)OCO4)CC(=O)N2)cc1 (centres undefined)
57. O=C(CN1CCC(n2nnc3cc(F)ccc32)CC1)NC1CC1
58. CCCC(=O)Nc1ccccc1NC(C)=O
59. Cc1ccc(N2CC(c3nc4ccccc4[nH]3)CC2=O)c(C)c1 (centres undefined)
60. CCN(CC)C(=O)C1CCN(CC2CC=CCC2)CC1 (centres undefined)
61. Cc1ccnc(SCC(=O)N2CCN(c3cccc(Cl)c3)CC2)n1
62. CCC(=O)NCCn1c(C)cc2ccccc21
assay / entry,55,56,57,58,59,60,61,62
tolC growth inh,-7,8,-12,2,0,-8,33,-3
SF1 activator,-10,11,1,6,8,0,14,10
HTR1E agonist,-0.1,-0.6,-0.7,0.3,0.7,0.2,0.6,-0.4
5HT1a ag,-1.4,-2.5,1.1,0.1,-0.8,-2.8,-0.2,-0.5
HTR1E antagonist,-3,-7,-5,-6,-4,12,0,9
5HT1a antag,11,.,-10,-15,-15,13,0,12
NADH coupling,7%,6%,4%,1%,10%,2%,1%,5%
RORa activator,-5,8,-2,-6,-22,-8,0,-15
MMP13 inh,4,3,-8,3,5,4,5,1
